# Screens from PubChem.
# ADAM17 inh – inhibits human ADAM17 | hit rate 0.83% among 370,000 | AID 720648 | inhibition, % at 6.95 µM | recombinant ADAM17, EDANS/DABCYL FRET peptide cleavage;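 active = inhibition above the mean of compounds lying between control limits plus 3 SD, set per campaign, cut at about 8.5% in these data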;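 note: 0% = DMSO-only wells as the low control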
# ADAM10 inh – inhibitors of human ADAM10 | O14672 | recombinant ADAM10, EDANS/DABCYL FRET peptide cleavage, 3 h | inhibition, % at 7 µM | hit rate 0.62% among 370,000;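 active = inhibition above a per-campaign cutoff equal to the mean of compounds falling between control-based bounds plus 3 SD, cut at about 20% in these data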;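 note: 0% = DMSO wells while the 100% control is not disclosed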
# Target sequence (O14672 214-748 limits assumed): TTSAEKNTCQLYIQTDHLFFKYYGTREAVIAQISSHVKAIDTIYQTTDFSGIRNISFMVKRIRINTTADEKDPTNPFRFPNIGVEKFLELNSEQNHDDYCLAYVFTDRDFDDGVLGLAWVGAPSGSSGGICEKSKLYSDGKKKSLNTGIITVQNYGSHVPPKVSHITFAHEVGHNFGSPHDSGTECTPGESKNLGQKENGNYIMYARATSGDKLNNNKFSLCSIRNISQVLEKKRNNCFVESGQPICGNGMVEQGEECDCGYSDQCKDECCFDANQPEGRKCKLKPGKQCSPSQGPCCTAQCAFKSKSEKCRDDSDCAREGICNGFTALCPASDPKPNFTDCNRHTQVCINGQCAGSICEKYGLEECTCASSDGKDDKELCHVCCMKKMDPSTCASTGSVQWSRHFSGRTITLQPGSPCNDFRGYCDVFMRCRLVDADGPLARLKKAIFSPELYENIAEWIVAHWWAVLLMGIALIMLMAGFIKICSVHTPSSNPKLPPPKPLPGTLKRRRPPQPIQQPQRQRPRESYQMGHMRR
# hcDAF-12 act – activators of H. contortus DAF-12 nuclear receptor. HEK293 hcDAF-12 lit1-tk-luc reporter, luminescence; 0% DMSO, 100% Δ7-dafachronic acid. activation, % at 6.8 µM. hit rate 1.4% among 370,000. AID 652067;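 active = activation above the mean of all tested compounds plus 3 SD, cut at about 5.5% in these data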;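 note: 100% = response to 3 µM Δ7-dafachronic acid high control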
# ssDAF-12 act – S. stercoralis DAF-12 activation, primary screen | activation, % at 6.8 µM | hit rate 1% among 370,000 | HEK293 ssDAF-12/GRIP1 lit1-tk-luc reporter, luminescence; % of 3 µM dafachronic acid response;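 active = activation above the mean over all tested compounds plus 3 SD, cut at about 0.9% in these data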;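 note: 0% = DMSO-only wells and 100% = 3 µM delta7-dafachronic acid wells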
# DAX1 inh-1 – NR0B1 (DAX1) inhibition; inhibition, % at 6.75 µM; HEK293 Gal4-DAX1 luciferase reporter, luminescence; AID 504766; hit rate 0.99% among 340,000;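 active = inhibition above the mean over all tested compounds plus 3 SD, cut at about 4.2% in these data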;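 note: 0% = DAX1-transfected cells with DMSO and 100% = empty-vector control cells with DMSO; inhibition shows as a rise in luminescence from relieved DAX1 repression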
# Target sequence (P51843 207-470 limits assumed): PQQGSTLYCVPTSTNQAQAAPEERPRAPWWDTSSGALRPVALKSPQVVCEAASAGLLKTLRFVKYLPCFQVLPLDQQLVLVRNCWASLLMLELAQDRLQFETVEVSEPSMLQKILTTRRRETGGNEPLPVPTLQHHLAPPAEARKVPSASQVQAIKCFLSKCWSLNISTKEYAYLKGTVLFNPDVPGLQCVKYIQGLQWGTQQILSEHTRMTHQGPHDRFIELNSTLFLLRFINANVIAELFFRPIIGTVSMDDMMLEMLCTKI
# hgDAF-12 ag – hgDAF-12 agonism, primary luciferase screen | HEK293 GAL4-hgDAF12 UAS-luciferase reporter, agonist luminescence; normalized to butyrate control | activation, % at 6.8 µM | hit rate 1.8% among 370,000 | AID 687014;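 active = activation above a cutoff set at the mean of all screened compounds plus 3 SD, cut at about 10% in these data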;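 note: 0% = DMSO wells and 100% = sodium butyrate wells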
# NPR1 activator – GC-A (human) enzyme activation; hit rate 0.14% among 370,000; HEK293 GC-A cells, cGMP TR-FRET, EC30 ANP; 0% at EC30 ANP, 100% saturating ANP; activation, % at 10 µM; P16066; in the data active = activation above about 40%
# FXN GAA850 act – frataxin GAA850 promoter activation; HEK293 lucGAA850 FXN promoter luciferase reporter, 24 h; percent of 10 µM SAHA response; activation, % at 6 µM; hit rate 0.56% among 360,000; AID 540364;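 active = activation above the average of all compounds screened plus 3 SD, cutoff fixed separately per campaign, cut at about 7.5% in these data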;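 note: 0% = DMSO wells and 100% = 10 µM SAHA wells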
# SMARCA2 activ – increases SMARCA2 function in MMTV reporter cells; MG213 cells, MMTV-luciferase reporter, dexamethasone, overnight; activation, % at 9.1 µM; hit rate 1% among 370,000; AID 652017; in the data active = activation above about 7.8%;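 note: 0% = vehicle wells and 100% = reference activator wells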
# DAX1 inh-2 – blocks DAX1 repression of SF-1 activated StAR promoter. hit rate 1.1% among 370,000. AID 652010. inhibition, % at 6.8 µM. HEK293T StAR-luciferase reporter, SF-1/DAX-1 repression relief;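 active = inhibition above the mean over all tested compounds plus 3 SD, cut at about 3.6% in these data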;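 note: 0% = DAX-1 cells with DMSO and 100% = cells lacking DAX-1 with DMSO; higher inhibition means more luminescence from relief of DAX-1 repression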
# PG9 binder – binds the HIV-1 gp120 antibody PG9; TR-FRET gp120-PG9 antibody binding; inhibition, % at 6.7 µM; hit rate 0.43% among 360,000; AID 624416; in the data active = inhibition above about 8.5%
# * marks the source's active call; other numbers are inactive results; · = not tested or not shown.
SMILES,ADAM17 inh,ADAM10 inh,hcDAF-12 act,ssDAF-12 act,DAX1 inh-1,hgDAF-12 ag,NPR1 activator,FXN GAA850 act,SMARCA2 activ,DAX1 inh-2,PG9 binder
COc1ccc(C(=O)COC(=O)C2CCCN2C(=O)C23CC4CC(CC(C4)C2)C3)cc1 (stereo not drawn),-2,8,0.8,-0.9,-0.3,-1.2,-2,1.6,4,-0.6,-0.9
O=C1c2cc(S(=O)(=O)N(CCO)CCO)ccc2-c2ccc(S(=O)(=O)N(CCO)CCO)cc21,-5,1,0.0,-1.0,1.5,-0.9,3,0.2,-1,0.2,0.0
CCc1nnc(NC(=O)c2ccc(-c3ccccc3F)o2)s1,-4,6,1.4,-1.6,-0.3,-2.0,1,1.0,-1,0.3,-0.2
Cc1cc(C(=O)NC(C)C2CC2)c(Cl)cc1Cl (stereo not drawn),-3,8,-0.1,-1.0,0.4,-0.2,2,0.1,-2,-0.4,2.2
CN(C)/C(=N\O)c1c(Cl)cccc1Cl,0,-11,-0.1,-1.1,1.2,2.1,7,0.9,-3,0.5,0.9
CNC(=O)c1ccc(NC(=O)/C=C/c2cccc(F)c2)cc1,3,6,-0.5,-0.9,0.3,6.5,-4,5.0,1,2.0,-1.5
Cc1onc(-c2ccccc2)c1C(=O)NCCCc1ccccc1,1,0,1.0,-1.5,-0.5,-1.2,-2,0.0,-1,-0.6,-2.4
C[N+]1(CC(=O)NNc2c3ccccc3nc3ccccc23)CCOCC1,-79,-202,1.1,-0.7,·,1.9,-24,·,-2,0.9,-20
Cc1ccc(-c2nnc3c4ccccc4c(C)nn23)cc1S(=O)(=O)N1CCN(CCO)CC1,-9,-11,0.3,0.1,-2.4,0.2,18,7.6*,2,-0.6,0.5
Clc1ccccc1Cn1nnc2ccccc21,-3,-2,-1.4,-0.8,-0.8,2.3,4,1.7,-2,-0.3,2.2
Cc1ccc(S(=O)(=O)Nc2ccc(Cl)cn2)cc1C,-5,-12,-1.7,-1.6,2.1,0.1,-1,2.5,-3,0.6,2.7
CC12CCC(=O)N1C(C(=O)NNC(=O)c1ccccc1)CS2 (stereo not drawn),-1,2,-0.1,-0.6,-1.1,0.0,0,0.3,0,-1.5,0.3
CCOc1ccc(NC(=S)N2CCC(NC(=O)c3ccco3)CC2)cc1,-5,-4,-1.0,-0.7,0.7,0.1,3,-0.9,-2,0.0,-1.9
Cc1c(-c2ccccc2)nc(N)c(C#N)c1-c1ccco1,-49,-215,-1.1,-1.1,-1.1,-2.4,6,2.4,-1,-0.3,-3.3
Cc1ccc(OCC(=O)O)c(-n2nc3ccccc3n2)c1,-5,-6,1.2,-0.9,-0.7,-3.9,0,5.1,4,0.6,0.2
COc1ccccc1OCCCOc1c(C)cc(C)cc1Br,-1,1,-0.2,-1.5,-0.1,4.3,-4,2.8,3,0.0,-0.2
O=C(NCCNC(=O)c1ccc(-c2cccc(Cl)c2)o1)c1cnccn1,-4,-4,-1.7,-1.7,0.6,-0.5,-4,0.3,-2,-0.9,0.4
Oc1ccc2ccccc2c1CNc1ccccn1,-13,-22,1.8,0.1,-0.1,2.2,0,0.1,-2,-0.1,0.7
CC1CCCCN1CCNC(=O)c1ccc2c(=O)n(CCc3ccccc3)c(=O)[nH]c2c1 (stereo not drawn),-24,-114,-1.0,-1.3,0.8,3.3,6,3.4,0,1.1,1.9
CCCOn1c(OCC(C)C)nc2ccccc2c1=O,-5,3,-1.7,-1.1,0.3,-1.7,-1,0.3,-1,-0.3,1.2

# Record cards (already shown). Order of screens: ADAM17 inh | ADAM10 inh | hcDAF-12 act | ssDAF-12 act | DAX1 inh-1 | hgDAF-12 ag | NPR1 activator | FXN GAA850 act | SMARCA2 activ | DAX1 inh-2 | PG9 binder
# Entry for CC12CCC(=O)N1C(C(=O)NNC(=O)c1ccccc1)CS2 (stereo not drawn) = -1 | 2 | -0.1 | -0.6 | -1.1 | 0.0 | 0 | 0.3 | 0 | -1.5 | 0.3
# Entry for CCOc1ccc(NC(=S)N2CCC(NC(=O)c3ccco3)CC2)cc1 = -5 | -4 | -1.0 | -0.7 | 0.7 | 0.1 | 3 | -0.9 | -2 | 0.0 | -1.9

# Later entries:
SMILES,ADAM17 inh,ADAM10 inh,hcDAF-12 act,ssDAF-12 act,DAX1 inh-1,hgDAF-12 ag,NPR1 activator,FXN GAA850 act,SMARCA2 activ,DAX1 inh-2,PG9 binder
COc1ccccc1C(=O)Nc1cccc(NC(=O)c2ccccc2C)c1,0,11,-2.9,-2.3,0.0,-0.4,-6,0.9,-3,-0.5,-0.9
CCC1OC(c2ccc([N+](=O)[O-])cc2)=Nc2ccccc21 (stereo not drawn),-5,-8,-2.0,-1.5,0.0,-2.0,0,-0.7,-1,-0.2,-1.1
O=C(CSc1ncnc2nc[nH]c12)N1CCN(c2ccccc2)CC1,1,-3,-0.4,-1.7,1.9,1.0,0,0.7,2,-0.5,-0.4
Cc1ccc2c(c1)-n1c(nc3ccc(Cl)cc3c1=O)C(CC(C)C)NC2=O (stereo not drawn),3,-2,-0.9,-0.8,·,-0.8,-2,·,-1,-0.1,-0.1
CCOC(=O)N1CCN(C(=O)COc2cccc3c2CCN(Cc2ccccc2C)C3=O)CC1,1,2,-2.6,-1.9,-1.5,-3.2,1,0.3,-1,0.0,-2.4
COc1ccc(OCCOCCN2CCc3ccccc3C2)cc1,7,0,0.4,-0.5,-0.6,0.2,1,0.1,2,0.5,0.0
CCOc1ccc(NC(=O)C/C(N)=N/O)cc1,4,4,0.0,-1.1,-0.2,-0.1,1,-1.7,4,-0.3,-1.0
CC(OC(=O)c1cccc(NS(C)(=O)=O)c1)C(=O)Nc1ccc(N2CCOCC2)cc1 (stereo not drawn),-4,0,-1.3,-0.9,0.3,1.1,1,0.5,-4,-0.4,-0.5
CCn1cc(CN2CCCC(C(=O)Nc3ccc(-c4cscn4)cc3)C2)cn1 (stereo not drawn),1,0,-0.3,-0.9,1.1,2.0,3,1.2,0,-0.7,0.1
COc1ccc(C(N)c2csc(NC(=O)Nc3ccccc3C(C)(C)C)n2)cc1 (stereo not drawn),4,8,1.0,-1.6,·,2.6,0,-2.1,2,-1.1,-2.7
COc1ccc(CNc2ncc(-c3ccccc3)n2C)cc1,-6,-6,-0.9,-1.4,2.4,0.0,-1,2.7,-3,0.1,-0.8
COC(=O)CCC(=O)Nc1sc(Cc2ccccc2)c(C)c1C(N)=O,-2,2,1.1,-1.2,0.5,-1.6,21,-0.1,0,0.4,-0.3
Cc1ccc(CN2C(=O)CCC2(C)c2nnnn2-c2ccc3c(c2)OCCO3)cc1 (stereo not drawn),-2,-9,-0.9,-1.7,·,2.7,1,·,0,-0.5,0.3
C/C(Cc1ccccc1)=N\NC(=O)c1cccnc1,-8,-7,-2.8,-0.3,-0.4,-1.3,4,1.8,-2,0.1,1.5
CCCCn1nnnc1C1(C)CCC(=O)N1CCc1c[nH]c2ccccc12 (stereo not drawn),-2,1,-0.4,-0.9,·,0.6,1,·,-3,-1.6,0.1
CCc1ccc(OC(=O)c2cccnc2)cc1,-3,-7,-1.4,-1.3,1.8,0.7,-1,2.7,0,-0.2,1.5
CCCCN1C[C@@H](COCc2ccccc2)Oc2cccc(F)c2S1(=O)=O,3,18,-2.9,-0.9,·,4.7,-1,·,2,-1.6,·
Cc1ccc(NC(=O)c2oc3ccccc3c2C)c([N+](=O)[O-])c1,-1,-10,0.2,-0.8,1.1,0.3,-1,0.9,-2,0.1,-2.2
COC(=O)c1ccc(CNC(=O)C2CCC(=O)N(CCc3ccccc3)C2)cc1 (stereo not drawn),-1,0,-0.9,-1.0,-0.1,-0.2,-4,1.5,-1,-0.7,-1.2
NCC(c1ccccc1)c1c[nH]c2ccccc12 (stereo not drawn),1,-6,2.4,-0.1,0.3,0.7,-19,0.1,1,0.8,-0.9

# Given with each value named: 4 of the compounds above.
structure: CCC1OC(c2ccc([N+](=O)[O-])cc2)=Nc2ccccc21 (stereo not drawn)
  ADAM17 inh: -5 | ADAM10 inh: -8 | hcDAF-12 act: -2.0 | ssDAF-12 act: -1.5 | DAX1 inh-1: 0.0 | hgDAF-12 ag: -2.0 | NPR1 activator: 0 | FXN GAA850 act: -0.7 | SMARCA2 activ: -1 | DAX1 inh-2: -0.2 | PG9 binder: -1.1

structure: CCOc1ccc(NC(=S)N2CCC(NC(=O)c3ccco3)CC2)cc1
  ADAM17 inh: -5 | ADAM10 inh: -4 | hcDAF-12 act: -1.0 | ssDAF-12 act: -0.7 | DAX1 inh-1: 0.7 | hgDAF-12 ag: 0.1 | NPR1 activator: 3 | FXN GAA850 act: -0.9 | SMARCA2 activ: -2 | DAX1 inh-2: 0.0 | PG9 binder: -1.9

structure: CC12CCC(=O)N1C(C(=O)NNC(=O)c1ccccc1)CS2 (stereo not drawn)
  ADAM17 inh: -1 | ADAM10 inh: 2 | hcDAF-12 act: -0.1 | ssDAF-12 act: -0.6 | DAX1 inh-1: -1.1 | hgDAF-12 ag: 0.0 | NPR1 activator: 0 | FXN GAA850 act: 0.3 | SMARCA2 activ: 0 | DAX1 inh-2: -1.5 | PG9 binder: 0.3

structure: CCOc1ccc(NC(=O)C/C(N)=N/O)cc1
  ADAM17 inh: 4 | ADAM10 inh: 4 | hcDAF-12 act: 0.0 | ssDAF-12 act: -1.1 | DAX1 inh-1: -0.2 | hgDAF-12 ag: -0.1 | NPR1 activator: 1 | FXN GAA850 act: -1.7 | SMARCA2 activ: 4 | DAX1 inh-2: -0.3 | PG9 binder: -1.0

# Following part.
SMILES,ADAM17 inh,ADAM10 inh,hcDAF-12 act,ssDAF-12 act,DAX1 inh-1,hgDAF-12 ag,NPR1 activator,FXN GAA850 act,SMARCA2 activ,DAX1 inh-2,PG9 binder
COc1ccc(NC(=O)CSC2=NN3CCCC(=O)N=C3S2)c(OC)c1,-2,-7,-1.2,-1.6,-0.4,0.8,-1,-0.2,-1,-0.1,1.0
CC(=O)Oc1ccc(/C=C(\NC(=O)c2ccco2)C(=O)Nc2ccc(C(C)=O)cc2)cc1,-2,7,0.0,-0.8,-0.7,0.2,-9,0.3,0,-0.2,-1.9
CCCC[C@@H]1CNC(=O)C(=O)N1CCCC,-1,-1,0.9,-0.6,·,-0.6,2,·,-1,-0.1,-0.7
O=C(c1cnc2ccccn2c1=O)N1CCCc2ccccc21,0,4,-1.3,-1.3,2.5,0.8,7,0.8,-2,-0.6,1.6
CN(C)Cc1c(C(=O)N/N=C/CCc2ccccc2)nnn1-c1nonc1N,4,8,0.6,-1.5,0.6,-3.1,-1,0.4,-2,0.1,-1.1
COc1ccccc1N1CCN(/N=C/c2cccc(OC)c2OC)CC1,-2,-5,-0.4,-1.6,-0.7,1.5,-1,2.9,2,0.5,-0.4
COc1ccc(C(CNC(=O)c2oc3ccccc3c2C)N2CCCC2)cc1 (stereo not drawn),-1,-5,0.5,-1.1,1.9,2.1,-19,0.5,-3,3.0,-1.2
